V-ATPase pH – regulators of yeast V-ATPase proton transport | S. cerevisiae, pHLuorin cytosolic pH fluorescence | AID 504577 | response, % at 10 µM | actives 0.37% (n = 350,000); in the data active means response mostly above about 7.3%, no sharp cut-off; inactive means mostly below about 5.4%; further: actives read high; inactives centre near 0; some compounds called inactive have numbers as strong as hits; reference of the scale not given here
CAL-PDZ inh HTS – CAL PDZ (human) peptide binding inhibition. actives 0.92% (n = 300,000). purified CAL PDZ, TMR-peptide fluorescence polarization, 1 h. Q9HD26. AID 602252. inhibition, % at 24.9 µM;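 active means mean inhibition of at least 30% with at least half of replicates also reaching 30%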;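 further: 0% = DMSO neutral control and 100% = excess unlabeled competitor peptide PRC23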
HTR5A ag – HTR5A agonism, opioid heterodimer counter-screen; activation, % at 9.3 µM; actives 0.61% (n = 340,000); AID 504692; HTR5A agonist assay, luminescence, cell-based; P47898; in the data active means activation mostly above about 9.5%, no sharp cut-off; inactive means mostly below about 7.6%;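 further: 0% = cells with vehicle only and 100% = reference agonist; strong numbers were not always called active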
Target sequence (P47898 whole entry, looked up): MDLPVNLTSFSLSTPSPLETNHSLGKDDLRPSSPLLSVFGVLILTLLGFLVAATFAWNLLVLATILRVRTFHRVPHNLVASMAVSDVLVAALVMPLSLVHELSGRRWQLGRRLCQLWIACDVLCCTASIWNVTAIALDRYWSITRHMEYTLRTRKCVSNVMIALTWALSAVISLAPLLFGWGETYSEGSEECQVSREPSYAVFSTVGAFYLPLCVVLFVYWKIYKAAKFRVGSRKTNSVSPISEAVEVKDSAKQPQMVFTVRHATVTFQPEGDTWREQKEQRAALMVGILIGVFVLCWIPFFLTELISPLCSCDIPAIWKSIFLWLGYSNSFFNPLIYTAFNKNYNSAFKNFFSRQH
MOR-DOR inv ag – inverse agonist of human OPRM1-OPRD1 heterodimerization | P35372+P41143 | cell-based MOR-DOR heterodimer luminescence, inverse agonism | inhibition, % at 9.3 µM | actives 0.21% (n = 340,000); in the data active means inhibition above about 22%, passing the limit was not always enough;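 further: 0% = cells with DMSO and 100% = wells without cells with DMSO; values of inactives mirror those of a sister screen read the other way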
C-LANA FP – blocks KSHV LANA C-terminal domain binding to DNA; MBP-C-LANA/FAM-LBS DNA binding, fluorescence polarization; inhibition, % at 9 µM; actives 0.078% (n = 340,000); AID 504423;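 active means highest replicate inhibition at or above 60% at 9 µM, even if other replicates fall short; inactive means all replicates below 60% inhibition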;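 further: 0% = neutral control wells and 100% = 4 µM acridine orange control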
Keap1 Nrf2 FP – disrupts human Keap1 binding to Nrf2 peptide. inhibition, % at 9.4 µM. AID 504523. Keap1 Kelch-Nrf2 peptide fluorescence polarization, 1536-well. actives 0.15% (n = 340,000); in the data active means inhibition above about 12%;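 further: human Keap1 Kelch domain with fluorescein labeled Nrf2 9mer peptide probe; 0% = neutral control wells and 100% = peptide positive control; higher means more block of Keap1 binding to Nrf2 peptide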
Target sequence (Q14145 whole entry, looked up, the tested form may be a part): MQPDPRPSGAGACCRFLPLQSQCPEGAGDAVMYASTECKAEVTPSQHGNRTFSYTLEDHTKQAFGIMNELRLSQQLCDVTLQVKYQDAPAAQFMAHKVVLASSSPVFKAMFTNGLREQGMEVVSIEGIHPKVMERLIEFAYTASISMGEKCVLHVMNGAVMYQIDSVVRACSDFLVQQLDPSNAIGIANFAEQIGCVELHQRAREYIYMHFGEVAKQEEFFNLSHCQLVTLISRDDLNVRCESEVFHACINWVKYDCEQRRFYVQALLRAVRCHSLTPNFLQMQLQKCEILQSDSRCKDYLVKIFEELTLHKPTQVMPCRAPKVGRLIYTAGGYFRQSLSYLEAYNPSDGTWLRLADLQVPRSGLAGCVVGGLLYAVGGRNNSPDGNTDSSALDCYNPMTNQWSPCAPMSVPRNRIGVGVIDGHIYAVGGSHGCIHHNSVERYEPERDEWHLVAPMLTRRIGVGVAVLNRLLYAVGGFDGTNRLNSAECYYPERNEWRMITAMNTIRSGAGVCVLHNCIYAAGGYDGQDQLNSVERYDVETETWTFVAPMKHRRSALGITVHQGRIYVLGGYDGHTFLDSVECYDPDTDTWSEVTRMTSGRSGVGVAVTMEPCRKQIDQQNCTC
Cardiac RTF inh – cardiac RTF calcium desensitization | P19429+P45379 | IANBD-labeled cardiac RTF, Ca2+ fluorescence | inhibition, % at 7.15 µM | actives 0.12% (n = 340,000);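 active means inhibition above the mean inhibition of all tested compounds plus 3 SD, cut at about 17% in these data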;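 further: assay run at fixed EC70 calcium of 1.6 mM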
HTR5A inv ag – inverse agonist of human HTR5A in OPRM1-OPRD1 counter-screen. AID 504634. actives 0.083% (n = 340,000). inhibition, % at 9.3 µM. HTR5A cell line, luminescence, inverse agonism; in the data active means inhibition mostly above about 23%, no sharp cut-off; inactive means mostly below about 18%;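 further: 0% = cells with DMSO and 100% = no-cell wells with DMSO; some compounds called inactive have numbers as strong as hits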
MOR-DOR ag – OPRM1-OPRD1 heterodimerization agonism | P35372+P41143 | actives 0.3% (n = 340,000) | activation, % at 9.3 µM | AID 504326 | cells, luminescence; in the data active means activation above about 18%;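 further: 0% = vehicle-treated cells and 100% = reference agonist; values of inactives mirror those of a sister screen read the other way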
RTF Ca sens act – increases calcium sensitivity of human cardiac regulated thin filaments. IANBD-labeled TnC RTF fluorescence at EC20 calcium; 0% EC20 calcium, 100% full calcium. activation, % at 7.2 µM. actives 0.24% (n = 340,000);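 active means activation above the mean over all tested compounds plus 3 SD, cut at about 30% in these data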;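 further: rise in fluorescence read as greater calcium sensitivity of cardiac thin filaments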
The depositor's hits bear a star.

COc1cc(S(=O)(=O)Nc2ccccc2C(=O)N2CCCC2)ccc1NC(C)=O was read as V-ATPase pH -3, CAL-PDZ inh HTS -2, HTR5A ag -1, MOR-DOR inv ag 17, C-LANA FP 0.3, Keap1 Nrf2 FP -6, Cardiac RTF inh 0, HTR5A inv ag 6, MOR-DOR ag -3.4 and RTF Ca sens act 10.
For COc1cccc(/C=C(/C#N)c2ccc(F)cc2)c1OCc1cccc(C(=O)O)c1 the results were V-ATPase pH -2, CAL-PDZ inh HTS -1, HTR5A ag -1, MOR-DOR inv ag 10, C-LANA FP 1.6, Keap1 Nrf2 FP 0, Cardiac RTF inh 5, HTR5A inv ag 23, MOR-DOR ag -2.2 and RTF Ca sens act -1.
Screening COc1ccccc1N(C)S(=O)(=O)c1ccc(C(=O)NCC(c2ccco2)N2CCCCC2)cc1 (stereo not drawn) returned V-ATPase pH -1, HTR5A ag -1, MOR-DOR inv ag -4, C-LANA FP -0.8, Keap1 Nrf2 FP -1, Cardiac RTF inh -3, HTR5A inv ag 3, MOR-DOR ag 0.7 and RTF Ca sens act -4.
CCCN(C(=O)CSc1nc2c(cnn2-c2ccccc2)c(=O)[nH]1)C1CCS(=O)(=O)C1 (stereo not drawn) was read as V-ATPase pH 11, HTR5A ag 5, MOR-DOR inv ag 7, C-LANA FP 0.0, Keap1 Nrf2 FP 5, Cardiac RTF inh -10, HTR5A inv ag -12, MOR-DOR ag -1.2 and RTF Ca sens act 2.
CCOC(=O)C1=C(COC(=O)c2ccccc2OC(F)F)NC(=O)NC1C (stereo not drawn) was read as V-ATPase pH -2, CAL-PDZ inh HTS 3, HTR5A ag 4, MOR-DOR inv ag -5, C-LANA FP 1.1, Keap1 Nrf2 FP -4, Cardiac RTF inh -32, HTR5A inv ag -12, MOR-DOR ag 0.8 and RTF Ca sens act -1.
For CCCCCCCN1C=CC(=O)CC1 the results were V-ATPase pH 5, CAL-PDZ inh HTS 1, HTR5A ag 0, MOR-DOR inv ag 9, C-LANA FP 0.2, Keap1 Nrf2 FP -6, Cardiac RTF inh -3, HTR5A inv ag -28, MOR-DOR ag -1.7 and RTF Ca sens act 3.
For N/C(=N\OC(=O)c1ccc2ccccc2c1)c1ccc(Br)cc1 the results were V-ATPase pH -2, CAL-PDZ inh HTS 1, HTR5A ag 3, MOR-DOR inv ag -27, C-LANA FP 1.4, Keap1 Nrf2 FP -9, Cardiac RTF inh -1, HTR5A inv ag 22, MOR-DOR ag 5.3 and RTF Ca sens act 0.
`O=c1cc(N2CCCCC2)c(-c2ccccc2)nn1Cc1cccc(F)c1` gave V-ATPase pH 2, CAL-PDZ inh HTS -3, HTR5A ag 6, MOR-DOR inv ag -61, C-LANA FP -0.1, Keap1 Nrf2 FP 0, Cardiac RTF inh 12, HTR5A inv ag -17, MOR-DOR ag 8.4 and RTF Ca sens act 0.
For Cc1cccc(N(Cc2ccccc2)C(=O)CSC(C)C(=O)Nc2cc(C)on2)c1 (stereo not drawn) the results were V-ATPase pH -2, CAL-PDZ inh HTS -4, HTR5A ag -3, MOR-DOR inv ag 5, C-LANA FP 1.3, Keap1 Nrf2 FP -3, Cardiac RTF inh 2, HTR5A inv ag -1, MOR-DOR ag -0.9 and RTF Ca sens act -7.
For COc1ccc(NC2CC(=O)N(C(C)C)C2=O)cc1 (stereo not drawn) the results were V-ATPase pH -3, CAL-PDZ inh HTS -4, HTR5A ag -4, MOR-DOR inv ag -4, C-LANA FP 2.7, Keap1 Nrf2 FP -1, Cardiac RTF inh -2, HTR5A inv ag 4, MOR-DOR ag 0.7 and RTF Ca sens act -3.
Screening O=C(OCC(=O)N1CCCC1)c1ccc(NS(=O)(=O)c2cccs2)cc1O returned V-ATPase pH -3, CAL-PDZ inh HTS 4, HTR5A ag 0, MOR-DOR inv ag 4, C-LANA FP -0.4, Keap1 Nrf2 FP 4, Cardiac RTF inh 7, HTR5A inv ag 1, MOR-DOR ag -0.7 and RTF Ca sens act -2.
Screening O=C(Nc1cccc(Cl)c1)N1CCCCCC1 returned V-ATPase pH 1, CAL-PDZ inh HTS -2, HTR5A ag 2, MOR-DOR inv ag 4, C-LANA FP -1.2, Keap1 Nrf2 FP -5, Cardiac RTF inh 2, HTR5A inv ag -22, MOR-DOR ag -0.8 and RTF Ca sens act -1.

Part of the list above in order of SMILES length, lowest first:
For COc1ccc(NC2CC(=O)N(C(C)C)C2=O)cc1 (stereo not drawn) the results were V-ATPase pH -3, CAL-PDZ inh HTS -4, HTR5A ag -4, MOR-DOR inv ag -4, C-LANA FP 2.7, Keap1 Nrf2 FP -1, Cardiac RTF inh -2, HTR5A inv ag 4, MOR-DOR ag 0.7 and RTF Ca sens act -3.
`O=c1cc(N2CCCCC2)c(-c2ccccc2)nn1Cc1cccc(F)c1` gave V-ATPase pH 2, CAL-PDZ inh HTS -3, HTR5A ag 6, MOR-DOR inv ag -61, C-LANA FP -0.1, Keap1 Nrf2 FP 0, Cardiac RTF inh 12, HTR5A inv ag -17, MOR-DOR ag 8.4 and RTF Ca sens act 0.
For Cc1cccc(N(Cc2ccccc2)C(=O)CSC(C)C(=O)Nc2cc(C)on2)c1 (stereo not drawn) the results were V-ATPase pH -2, CAL-PDZ inh HTS -4, HTR5A ag -3, MOR-DOR inv ag 5, C-LANA FP 1.3, Keap1 Nrf2 FP -3, Cardiac RTF inh 2, HTR5A inv ag -1, MOR-DOR ag -0.9 and RTF Ca sens act -7.
Screening COc1ccccc1N(C)S(=O)(=O)c1ccc(C(=O)NCC(c2ccco2)N2CCCCC2)cc1 (stereo not drawn) returned V-ATPase pH -1, HTR5A ag -1, MOR-DOR inv ag -4, C-LANA FP -0.8, Keap1 Nrf2 FP -1, Cardiac RTF inh -3, HTR5A inv ag 3, MOR-DOR ag 0.7 and RTF Ca sens act -4.
CCCN(C(=O)CSc1nc2c(cnn2-c2ccccc2)c(=O)[nH]1)C1CCS(=O)(=O)C1 (stereo not drawn) was read as V-ATPase pH 11, HTR5A ag 5, MOR-DOR inv ag 7, C-LANA FP 0.0, Keap1 Nrf2 FP 5, Cardiac RTF inh -10, HTR5A inv ag -12, MOR-DOR ag -1.2 and RTF Ca sens act 2.

Further records follow.
`CCN(CC)S(=O)(=O)c1ccc2oc(C(=O)N3CCc4ccccc4C3)c(C)c2c1` gave V-ATPase pH 0, CAL-PDZ inh HTS -1, HTR5A ag -1, MOR-DOR inv ag 4, C-LANA FP 2.4, Keap1 Nrf2 FP -2, Cardiac RTF inh -10, HTR5A inv ag 4, MOR-DOR ag -0.8 and RTF Ca sens act -1.
`O=C(CSc1ccccc1)NCC(c1ccco1)N1CCCCC1` (stereo not drawn) gave V-ATPase pH 4, HTR5A ag 0, MOR-DOR inv ag 7, C-LANA FP 0.4, Keap1 Nrf2 FP -7, Cardiac RTF inh 4, HTR5A inv ag 0, MOR-DOR ag -1.3 and RTF Ca sens act -3.
`CN(C(=O)CSc1nnc(-c2ccco2)n1Cc1ccccc1)C1CCS(=O)(=O)C1` (stereo not drawn) gave V-ATPase pH 0, CAL-PDZ inh HTS 12, HTR5A ag 10, MOR-DOR inv ag 17, C-LANA FP 2.1, Keap1 Nrf2 FP -1, Cardiac RTF inh -1, HTR5A inv ag -28, MOR-DOR ag -4.2 and RTF Ca sens act -6.
`O=C(N/N=C\c1cc([N+](=O)[O-])ccc1N1CCCC1)c1ccccn1` gave V-ATPase pH -2, CAL-PDZ inh HTS 1, HTR5A ag 8, MOR-DOR inv ag -4, C-LANA FP 0.0, Keap1 Nrf2 FP -8, Cardiac RTF inh 13, HTR5A inv ag 12, MOR-DOR ag 0.6 and RTF Ca sens act -10.
`CCOC(=O)Cn1c(=O)n(C2CCCC2)c(=O)c2ccccc21` gave V-ATPase pH -2, CAL-PDZ inh HTS -5, HTR5A ag 2, MOR-DOR inv ag 8, C-LANA FP -0.2, Keap1 Nrf2 FP -6, Cardiac RTF inh 1, HTR5A inv ag 8, MOR-DOR ag -2.0 and RTF Ca sens act -6.
Cc1snc(S(=O)(=O)/C(C#N)=N/Nc2ccc(C(F)(F)F)cc2)c1C#N was read as V-ATPase pH 4, CAL-PDZ inh HTS 2, HTR5A ag 0, MOR-DOR inv ag 24, C-LANA FP -0.2, Keap1 Nrf2 FP 1, Cardiac RTF inh -10, HTR5A inv ag 1, MOR-DOR ag -5.0 and RTF Ca sens act -8.
For CCc1cc(CNC(=O)c2ccc(OC3CCN(CCc4ccccc4)CC3)cc2)on1 the results were V-ATPase pH -2, CAL-PDZ inh HTS -3, HTR5A ag -1, MOR-DOR inv ag 8, C-LANA FP -0.8, Keap1 Nrf2 FP 1, Cardiac RTF inh -5, HTR5A inv ag 4, MOR-DOR ag -1.4 and RTF Ca sens act -2.
Screening CC(NC(=O)c1ccccc1F)c1ccccc1 (stereo not drawn) returned V-ATPase pH 7, CAL-PDZ inh HTS -2, HTR5A ag 0, MOR-DOR inv ag 6, C-LANA FP -10, Keap1 Nrf2 FP -5, Cardiac RTF inh -6, HTR5A inv ag 0, MOR-DOR ag -1.2 and RTF Ca sens act -1.
For O=C(COc1ccccc1F)OCC(=O)c1ccc([N+](=O)[O-])cc1 the results were V-ATPase pH 2, CAL-PDZ inh HTS 1, HTR5A ag 0, MOR-DOR inv ag 20, C-LANA FP -0.7, Keap1 Nrf2 FP 2, Cardiac RTF inh 1, HTR5A inv ag 1, MOR-DOR ag -5.2 and RTF Ca sens act -1.
CN(C(=O)COC(=O)c1cc([N+](=O)[O-])ccc1N1CCCC1)C1CCS(=O)(=O)C1 (stereo not drawn) was read as V-ATPase pH -2, CAL-PDZ inh HTS -7, HTR5A ag 1, MOR-DOR inv ag 14, C-LANA FP 0.9, Keap1 Nrf2 FP -1, Cardiac RTF inh 4, HTR5A inv ag -3, MOR-DOR ag -2.7 and RTF Ca sens act -1.
COc1cccc2cc(C(=O)NC(C)C3CCCO3)c(=O)oc12 (stereo not drawn) was read as V-ATPase pH -2, CAL-PDZ inh HTS -4, HTR5A ag -2, MOR-DOR inv ag 11, C-LANA FP -0.4, Keap1 Nrf2 FP -2, Cardiac RTF inh -7, HTR5A inv ag 4, MOR-DOR ag -2.4 and RTF Ca sens act -1.
Screening Nc1ccc(O)c2c1C(=O)c1ccccc1C2=O returned V-ATPase pH 2, CAL-PDZ inh HTS 2, HTR5A ag -4, MOR-DOR inv ag -13, C-LANA FP 8.2, Keap1 Nrf2 FP 0, Cardiac RTF inh -10, HTR5A inv ag 14, MOR-DOR ag 2.6 and RTF Ca sens act 1.
Cc1c(C(=O)N(C)CC(=O)Nc2cccc(F)c2)oc2c(Cl)cccc12 was read as V-ATPase pH -3, CAL-PDZ inh HTS -5, HTR5A ag 4, MOR-DOR inv ag -24, Cardiac RTF inh -2, HTR5A inv ag -10, MOR-DOR ag 4.7 and RTF Ca sens act -7.
